ABHD5-PLIN5 inh: ABHD5-PLIN5 interaction inhibitors, primary screen, cell lysate, split luciferase complementation, luminescence; AID 602281, 2012; inhibition, % at 4 µM; 360,000 tested, 0.78% active; Perilipin-5 (Homo sapiens) + 1-acylglycerol-3-phosphate O-acyltransferase ABHD5 (Homo …; Split G. princeps luciferase complementation, 4 h;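 active means inhibition above the mean inhibition across every tested compound plus 3 SD, cut at about 22% in these data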;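 further: 0% = DMSO only wells and the 100% control is not disclosed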
NCOA2 inhibitor: inhibition of GAL4-SRC2 driven luciferase reporter, primary screen, SRC2 inhibitor project, cell-based, luminescence | 370,000 tested, 0.17% active | HEK293 GAL4-SRC2 luciferase reporter | inhibition, % at 9 µM | Nuclear receptor coactivator 2 (Homo sapiens), Q15596;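 active means inhibition above the mean inhibition of all tested compounds plus 3 SD, set per campaign, cut at about 52% in these data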;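 further: 0% = DMSO treated cells and 100% = cells given Gossypol at 36 µM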
NOD2-RIPK2 inh: NOD2-RIPK2 binding disruptors in cells, primary screen, fluorescence, CHO cells, BLA complementation; CCF4 ratio; inhibition, % at 4.98 µM; 360,000 tested, 0.38% active; in the data active means inhibition above about 21%;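 further: 0% = vehicle only and 100% = reference blocker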
Target sequence (O43353 whole entry, looked up): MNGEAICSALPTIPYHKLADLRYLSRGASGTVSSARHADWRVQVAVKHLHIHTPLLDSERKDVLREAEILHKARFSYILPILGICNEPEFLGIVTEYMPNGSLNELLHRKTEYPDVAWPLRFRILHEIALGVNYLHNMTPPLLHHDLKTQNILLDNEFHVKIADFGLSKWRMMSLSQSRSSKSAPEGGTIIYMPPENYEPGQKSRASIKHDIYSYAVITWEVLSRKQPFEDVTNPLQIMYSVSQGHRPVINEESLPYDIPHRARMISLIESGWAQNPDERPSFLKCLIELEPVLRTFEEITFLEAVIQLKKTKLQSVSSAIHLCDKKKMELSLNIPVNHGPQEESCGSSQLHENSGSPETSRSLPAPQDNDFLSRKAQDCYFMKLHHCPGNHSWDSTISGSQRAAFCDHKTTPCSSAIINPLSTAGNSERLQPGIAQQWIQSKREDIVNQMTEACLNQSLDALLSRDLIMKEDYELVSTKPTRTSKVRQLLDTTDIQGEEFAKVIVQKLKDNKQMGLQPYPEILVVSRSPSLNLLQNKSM
LRH-1 inv ag: LRH-1 (NR5A2) inverse agonists, primary screen, cell-based, luminescence, HEK293T, StAR-luciferase reporter. AID 602396, 2012. inhibition, % at 3.6 µM. 360,000 tested, 0.13% active. Nuclear receptor subfamily 5 group A member 2 (Homo sapiens), O00482. LRH-1 transfected, 24 h;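 active means inhibition above the mean inhibition of all tested compounds plus 3 SD, cut at about 73% in these data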;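 further: 0% = DMSO wells and 100% = reporter-only cells lacking LRH-1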
TLR9-MyD88 inh: inhibitors of TLR9-MyD88 association in cells, primary screen, cell-based, CHO, BLA complementation, fluorescence; Toll-like receptor 9 (Homo sapiens) + Myeloid differentiation primary response protein …; CCF4 FRET ratio; inhibition, % at 4.98 µM; 340,000 tested, 0.21% active; AID 504734, 2011;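 active means inhibition above the mean over all tested compounds plus 3 SD, cut at about 21% in these data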;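 further: 0% = DMSO only wells and 100% = clavulanate BLA inhibitor control wells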
MC4R antagonist: MC4R antagonists of cAMP signaling, primary screen, cell-based, TR-FRET, antagonist arm of biased-ligand search. Melanocortin receptor 4 (Homo sapiens), P32245. MC4R-expressing cells, MTII-stimulated cAMP, LANCE TR-FRET. inhibition, % at 6.5 µM. 360,000 tested, 0.48% active;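 active means inhibition above its plate's cutoff, the mean of tested wells on that plate plus 3 SD, cut at about 29% in these data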;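 further: 0% = Melanotan II alone and 100% = Melanotan II plus saturating MCL0020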
Target sequence (P32245 whole entry, looked up): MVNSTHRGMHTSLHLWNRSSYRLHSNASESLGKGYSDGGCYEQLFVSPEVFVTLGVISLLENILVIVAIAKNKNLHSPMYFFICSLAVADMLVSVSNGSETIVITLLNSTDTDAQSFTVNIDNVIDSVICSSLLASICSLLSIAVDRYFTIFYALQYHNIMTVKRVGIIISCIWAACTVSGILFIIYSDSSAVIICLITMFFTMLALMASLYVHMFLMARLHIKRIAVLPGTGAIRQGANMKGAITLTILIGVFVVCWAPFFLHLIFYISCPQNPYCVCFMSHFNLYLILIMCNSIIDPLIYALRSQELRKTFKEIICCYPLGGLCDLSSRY
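system = U2OS cells with stable human MC4R expression | also added = Melanotan II challenge after compound preincubation | dosing = one concentration, 6.5 µM nominal | incubation = compound 30 min, challenge 1 h, detection 1 h | measured by = TR-FRET with Eu-cAMP and labeled anti-cAMP, 671 nm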
MC4R ag barr: MC4R agonists recruiting beta-arrestin, primary screen, cell-based, luminescence, agonist arm of biased-ligand search | U2OS MC4R beta-arrestin complementation; percent of melanotan II response, DMSO zero | activation, % at 8.9 µM | 360,000 tested, 0.98% active | AID 540308, 2011;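 active means activation above a per-plate cutoff, the mean activation of sample wells on that plate plus 3 SD, cut at about 8% in these data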
SRC3 inh: SRC3 coactivator transcriptional activity inhibitors, primary screen, cell-based, luminescence; HEK293 GAL4-SRC3 luciferase reporter; 360,000 tested, 0.17% active; AID 588352, 2011; inhibition, % at 3.6 µM;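 active means inhibition above a per-campaign cutoff, the mean of all compounds plus 3 SD, cut at about 60% in these data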;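 further: 0% = DMSO-treated cells and 100% = gossypol-treated cells at 36 µM; higher means less SRC3-driven luciferase light from the GAL4 reporter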
SRC1 inh: SRC1 coactivator transcriptional activity inhibitors, primary screen, cell-based, luminescence | HEK293 GAL4-SRC1 luciferase reporter | 360,000 tested, 0.12% active | Nuclear receptor coactivator 1 (Homo sapiens), Q15788 | inhibition, % at 3.6 µM;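 active means inhibition above the campaign mean plus 3 SD, with each screening campaign given its own cutoff, cut at about 60% in these data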;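 further: 0% = DMSO treated cells and 100% = gossypol at 36 µM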
NR2F2 inh: NR2F2 transcriptional activity inhibitors, primary screen, cell-based, luciferase reporter, HEK293T, luminescence; COUP transcription factor 2 (Homo sapiens), P24468; HEK293T NGFI-A luciferase reporter; inhibition, % at 8.6 µM; 370,000 tested, 0.7% active;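 active means inhibition above a per-plate cutoff, mean inhibition of test wells between control levels plus 3 SD, cut at about 38% in these data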;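 further: cells cotransfected with COUP-TFII expression vector driving the NGFI-A reporter; 0% = median of COUP-TF2 test wells and 100% = reporter-only cells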
EBV LMP1 NFkB: EBV LMP1-driven NF-kappaB luciferase reporter inhibitors, primary screen, cell-based, luminescence, single point; LMP1-induced NF-kappaB luciferase reporter cells; AID 504558, 2011; inhibition, % at 12.5 µM; 350,000 tested, 0.69% active; in the data active means inhibition above about 41%;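 further: 0% = neutral control wells and 100% = reference inhibitor control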
* marks the source's active call; other numbers are inactive results; · = no result given. Not all compounds are listed; rates above refer to the full screens.

ABHD5-PLIN5 inh,NCOA2 inhibitor,NOD2-RIPK2 inh,LRH-1 inv ag,TLR9-MyD88 inh,MC4R antagonist,MC4R ag barr,SRC3 inh,SRC1 inh,NR2F2 inh,EBV LMP1 NFkB,structure
-2,-2,-2,0,-4,10,-1.4,21,2,-11,5,COc1cc(-c2[nH]ncc2CN(C)Cc2nonc2C)cc(OC)c1OC
1,-5,-4,19,3,-3,-2.9,13,15,-2,7,CC(=O)NC(Cc1ccc(F)c(F)c1)C(=O)NC1CCN(c2c(Cc3ccccc3)c(C)nc3ncnn23)CC1 (configuration not stated)
4,-41,-1,-53,-1,6,-0.1,-9,-37,-20,-1,CC(C)Oc1ccc(-c2cc(C(=O)NCCN3CCOCC3)c3ccccc3n2)cc1
3,17,-16,-20,·,·,·,·,·,-6,·,CCCc1c(-c2ccccc2F)ncn1Cc1ccccc1OC
-6,-7,5,17,2,-5,-4.0,-25,-14,1,-5,Cc1ccccc1NC(=S)NC(=O)c1cc(-c2ccccc2)nc2ccccc12
3,10,2,-2,-1,0,0.1,-23,-15,-2,-4,Cn1cc(Cc2ccccc2)c(=O)c(Cc2ccccc2)c1
2,13,4,1,-2,-6,-1.6,-14,-4,-4,12,O=[N+]([O-])c1ccc2c([N+](=O)[O-])ccc3c2c1CC3
-21,-40,-10,9,1,12,-2.8,6,-9,-9,-7,O=S(=O)(NNc1ncc(C(F)(F)F)cc1Cl)c1ccc(F)cc1F
-8,-37,-13,18,15,16,0.9,-4,0,15,-14,CCC(C(=O)OCC(=O)Nc1c(Cl)cc(Cl)cc1Cl)c1ccccc1 (configuration not stated)
1,-40,-2,-43,2,12,-1.7,-20,-38,-1,-14,CCCC(=O)Nc1cccc(NC(=O)c2ccc3c(c2)OCCO3)c1
3,-7,-11,3,-1,13,2.2,-18,2,-1,2,COc1cccc(CNC(=O)CN(C)S(=O)(=O)c2cnc[nH]2)c1
-4,9,9,1,-3,0,-1.4,-11,-3,4,-16,CC(OC(=O)CCCOc1ccccc1)C(=O)NC(N)=O (configuration not stated)
-10,-43,-18,-85,0,4,0.5,-34,-37,-21,-19,COc1cc(C=O)c(Br)cc1OCc1ccc(C)cc1
0,17,-11,25,·,0,1.1,6,-2,2,·,COCCNc1nc(Nc2ccc(F)cc2)c2sccc2n1
4,4,-5,-10,-1,-5,0.7,4,-16,-3,-8,CCOC(=O)Nc1n[nH]c(NC(=O)OCC)c1[N+](=O)[O-]
-5,-11,-16,2,3,-1,-3.3,13,-8,12,6,Cn1c(=O)c2c(SCC(=O)NCC3CCCO3)nc(-c3ccccc3Cl)nc2n(C)c1=O (configuration not stated)
2,-15,1,11,7,2,1.1,17,-35,1,-3,CCOC(=O)C1=C(C)NC(=O)NC1c1ccc(F)cc1 (configuration not stated)
0,-4,-4,11,-3,-13,-2.0,9,0,0,1,COC(=O)c1ccc(C(=O)OC)c(NC(=O)CN2CCC(C)CC2)c1
5,10,5,3,-11,-2,-0.7,12,-2,1,-6,O=C(O)C12CC3CC(C1)CC(n1ncc(NCc4ccco4)c(Cl)c1=O)(C3)C2
4,6,1,18,·,2,-0.3,-11,14,-10,·,Cn1nc(C2CC2)cc1NC(=O)CC(CC(=O)O)c1ccccc1 (configuration not stated)
-15,-8,0,14,6,5,0.3,8,-17,-15,-1,CC(=O)C1=C(O)C(=O)N(c2ccc(Br)cn2)C1c1cccc([N+](=O)[O-])c1 (configuration not stated)
1,-9,-7,-7,4,6,5.9,-10,-2,6,-9,CCOC(=O)C(Cc1ccccc1)NC(=O)Cn1nnc(-c2ccc(SC)cc2)n1 (configuration not stated)
-4,-19,-6,-1,-1,4,-1.9,3,0,-3,-5,CCO[C@@H]1OC(C(N)=O)=C[C@H](c2ccc3c(c2)OCO3)[C@H]1CCCO
23*,-46,-5,-89,3,1,-1.4,-67,-108,-35,-49,O=C(CC(Nc1ccccc1)C(=O)O)c1ccccc1 (configuration not stated)
-1,-7,-8,-1,4,0,0.6,1,-4,15,-5,COc1ccc(CN(C)C2CCN(C)CC2)cc1OC
0,-16,-4,-1,1,2,-1.7,-11,1,-2,-4,CCCCNC(=O)C(=O)N/N=C/c1cccc(Br)c1
8,-11,6,7,-4,5,-1.4,-10,-11,-4,5,CC(=O)Nc1ccc(S(=O)(=O)N(C)CC(=O)OCC(=O)N2CCCC2=O)cc1
7,-6,9,0,-3,2,-1.3,-2,0,-7,-7,NC(=O)C1CCN(C(=O)C2(NC(=O)Nc3cccc(F)c3)CCCCC2)CC1
3,-22,3,-12,-3,6,2.5,4,-5,-2,-5,O=C(Nc1ccccc1)c1cc(N2CCOCC2)nc2ccccc12
4,-19,4,-2,4,-4,-1.2,10,-7,-11,-6,Cc1ccc(C(=O)NC(=O)CSc2ncccc2C(=O)O)cc1
1,-11,-3,-19,-8,6,0.7,-2,-2,-10,-2,Cc1cc(Cl)cc2c1NC(=O)[C@]21[C@@H]2C(=O)N(Cc3ccccc3)C(=O)[C@@H]2[C@@H]2CCCN21
12,23,0,5,·,·,·,·,·,-1,·,COC(=O)[C@@]12C[C@@H](CC(=O)NCc3ccc(C)o3)C(=O)N(Cc3cccc4ccccc34)C1=CCC(C)(C)C2
-4,-14,10,5,-4,30*,-0.1,16,-24,-4,2,C=C(C)CNC(=S)N/N=C/c1ccc([N+](=O)[O-])cc1
12,10,-1,0,-5,2,-0.7,-7,-10,-16,-1,CC(=O)Nc1ccc(S(=O)(=O)N2CCC(c3nc4c(nnn4Cc4ccccc4Cl)c(=O)[nH]3)CC2)cc1
0,7,7,12,3,10,-2.4,-3,-1,-7,0,CC1CC(C)CN(C(=O)CCc2nnc3ccc(N4CCCCC4)nn23)C1 (configuration not stated)
0,6,5,0,9,-6,-2.5,11,-11,3,8,CC1=NN(c2ccc([N+](=O)[O-])cc2)C(c2ccccc2)C1 (configuration not stated)
-2,2,-10,10,-6,8,-1.9,13,-40,-11,6,Cc1nn(-c2ccccc2)cc1C(c1c(N)[nH]c(=S)[nH]c1=O)c1c(N)[nH]c(=S)[nH]c1=O
-3,-31,7,6,-4,12,-2.4,-2,1,3,-8,O=C(CS(=O)(=O)c1ccccc1)Nc1ncc([N+](=O)[O-])s1
-3,-5,-5,3,-7,4,-1.4,10,-12,3,-6,Cc1ccc(CCCOC(=O)C[N+]2(C)CCOCC2)cc1
1,-3,-1,10,2,3,1.2,10,13,16,-2,O=C(COc1ccc2c3c(c(=O)oc2c1)CCC3)Nc1ccc(CCO)cc1
-3,1,-8,9,-10,-3,1.6,5,-3,5,0,Fc1ccc(OCCOCCNCC2CCCO2)cc1 (configuration not stated)
5,17,-10,4,-3,3,-2.8,10,12,1,-1,COc1ccc(S(=O)(=O)NC(N)=NCCc2ccc(OC)c(OC)c2)cc1C
2,5,1,7,-6,3,-2.5,-9,-20,-7,-3,C[C@@H]1CN([C@@H](C)CO)C(=O)CCCn2nncc2CO[C@H]1CN(C)S(=O)(=O)c1ccc2c(c1)OCCCO2
-7,7,-3,11,-6,-6,1.4,13,7,3,13,Fc1ccc(C(c2nnnn2C2CCCC2)N2CCc3ccccc32)cc1 (configuration not stated)
0,-54,-14,6,-8,6,1.2,1,4,1,-2,O=C(c1ccco1)N(c1ccccn1)c1ccccn1
-1,2,-4,15,-2,0,-0.6,2,-11,21,-4,CN1N=C(C(=O)N2CCCC(C(=O)c3cccc(C(F)(F)F)c3)C2)CCC1=O (configuration not stated)
4,-32,-4,-57,2,-13,2.6,-37,-46,-4,-2,O/N=C/c1cn(-c2ccccc2)nc1-c1ccc2c(c1)OCCO2
-1,5,-10,4,-1,23,-0.9,11,-18,-19,-23,CCCCn1c(SCC(=O)NCCc2ccc(OC)c(OC)c2)nc2c1c(=O)n(C)c(=O)n2C
3,-20,-5,-109,-13,-5,-2.3,-63,-100,-40,-35,Cc1nc(-c2ccc3c(c2)OCCCO3)cs1

Limited to NOD2-RIPK2 inh, for some of the entries so far:
SMILES	NOD2-RIPK2 inh
O=C(c1ccco1)N(c1ccccn1)c1ccccn1	-14
CN1N=C(C(=O)N2CCCC(C(=O)c3cccc(C(F)(F)F)c3)C2)CCC1=O (configuration not stated)	-4

Source: PubChem
